TrxR1 inh – qHTS Assay for Inhibitors of Mammalian Selenoprotein Thioredoxin Reductase 1 (TrxR1): qHTS | AID 588453, 2011 | Potency, µM (titrated, usually from 114 µM), for inactives: at the highest dose activity change, negative = inhibition, actives largely listed as inhibitors | 390,000 compounds, 1% hits | Thioredoxin reductase 1, cytoplasmic (Rattus norvegicus), O89049 | recombinant rTrxR1, NADPH fluorescence consumption, selenite substrate; also: potency is read from the fitted curve at half-maximal effect; % is scaled to controls: 0 for no effect and ±100 for the full control effect; nearly all actives have a fitted effect of over 65% in size
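Rat TrxR1 (90 nM in the dispensed reagent) was pre-reduced with 400 uM NADPH for 5 min at room temperature, then incubated with compound for 15 min. After 400 uM selenite was added, NADPH fluorescence (Ex 340/Em 450 nm) was followed for 8 min.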
TRHR PAM – qHTS for Small Molecule Agonists and Allosteric Enhancers of Human TRH Receptor: Primary Screen for Enhancers; TRHR cells, fluo-8 calcium fluorescence, EC20 TRH enhancement; AID 493056, 2011; enhancement, % at 2 µM; 360,000 compounds, 0.66% hits; in the data active = enhancement above about 30%; also: 0% is about no effect
Target sequence (P34981 whole entry, looked up): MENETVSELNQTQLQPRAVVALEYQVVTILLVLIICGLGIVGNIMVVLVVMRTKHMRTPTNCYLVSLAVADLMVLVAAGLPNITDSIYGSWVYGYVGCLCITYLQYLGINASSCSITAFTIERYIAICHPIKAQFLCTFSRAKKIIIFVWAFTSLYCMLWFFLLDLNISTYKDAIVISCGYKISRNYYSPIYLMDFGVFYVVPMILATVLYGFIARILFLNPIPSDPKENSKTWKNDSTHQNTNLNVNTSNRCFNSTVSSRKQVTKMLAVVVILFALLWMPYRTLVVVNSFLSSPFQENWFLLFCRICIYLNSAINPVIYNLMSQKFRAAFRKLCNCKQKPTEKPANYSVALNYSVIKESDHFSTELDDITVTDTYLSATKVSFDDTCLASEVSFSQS
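Enhancer read-out: after compound pinning and an initial kinetic agonist-mode read, an EC20 of TRH (10 nM final) was injected and fluo-8 calcium signal (Ex 480/Em 530) followed at 1 s/cycle for 100 cycles in TRHR-expressing cells.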
mIDH1 inhibitor – qHTS for Inhibitors of mutant isocitrate dehydrogenase 1 (IDH1): qHTS | AID 602179, 2012 | Potency, µM (highest dose often 76.6 µM), inactives show at the highest dose activity change, negative = inhibition, usual class: inhibitors | IDH1-R132H enzyme, NADPH consumption, diaphorase/resazurin fluorescence | 390,000 compounds, 0.093% hits | Isocitrate dehydrogenase [NADP] cytoplasmic (Homo sapiens), O75874; also: potency is read from the fitted curve at half-maximal effect; % is scaled to controls: 0 for no effect and ±100 for the full control effect; nearly all actives have a fitted effect of over 65% in size
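IDH1-R132H (0.5 ug/mL) preincubated 30 min with compound, then NADPH (0.016 mM) and alpha-KG (2 mM) added; 80 min at RT, pH 7.5. Remaining NADPH coupled via diaphorase/resazurin to fluorescence (540/590 nm); concentration-response curves normalized to no-enzyme control.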
D2 antag – HTS Assay for Allosteric Antagonists of the Human D2 Dopamine Receptor: Primary Screen for Antagonists; inhibition, % at 10 µM; AID 485344, 2010; D(2) dopamine receptor (Homo sapiens), P14416; HEK293 TREx D2 cells, calcium flux, dopamine EC80; 340,000 compounds, 2% hits; in the data active = inhibition above about 30%; also: 0% is about no effect
Target sequence (P14416 whole entry, looked up): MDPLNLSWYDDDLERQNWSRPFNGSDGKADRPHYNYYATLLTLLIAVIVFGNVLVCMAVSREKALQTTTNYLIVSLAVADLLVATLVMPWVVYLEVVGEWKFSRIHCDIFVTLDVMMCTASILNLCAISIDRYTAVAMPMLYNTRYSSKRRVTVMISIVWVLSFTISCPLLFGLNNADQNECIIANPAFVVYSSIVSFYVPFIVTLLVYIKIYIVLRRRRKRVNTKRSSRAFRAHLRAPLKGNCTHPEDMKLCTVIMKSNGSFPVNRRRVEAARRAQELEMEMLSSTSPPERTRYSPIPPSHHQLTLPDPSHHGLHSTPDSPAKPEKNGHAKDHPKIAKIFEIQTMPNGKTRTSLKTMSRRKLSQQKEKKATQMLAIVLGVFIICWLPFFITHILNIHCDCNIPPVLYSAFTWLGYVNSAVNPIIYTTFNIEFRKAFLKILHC
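Antagonism is scored as inhibition of an EC80 dopamine-evoked calcium signal in a force-coupled, tetracycline-inducible HEK293 T-REx D2 line, with compound present 180 s before agonist.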
PI4K2A block – qHTS for small molecular inhibitors of PI4K2A. activity change, negative = inhibition, % at 76.9 µM. purified PI4K2A, ADP-Glo luminescence, 1 h; active compounds read low. Phosphatidylinositol 4-kinase type 2-alpha (Homo sapiens), Q9BTU6. 420,000 compounds, 0.13% hits; in the data active = activity change below about -50%; inconclusive = mostly about -30% to -49%;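 also: -100% = wells without enzyme as full effect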
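PI4K2A activity was measured by ADP-Glo luminescence: enzyme (4 ug/mL stock) and phosphatidylinositol (1.2 mM stock) in Tris pH 7.5/MgCl2/EGTA/Triton X-100 buffer were reacted with ATP (300 microM stock) for one hour at ambient temperature.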
USP1-UAF1 inh – Inhibitors of USP1/UAF1: Primary Screen | Ubiquitin carboxyl-terminal hydrolase 1 (Homo sapiens), O94782 | recombinant USP1/UAF1, Ub-Rhodamine cleavage fluorescence | Potency, µM (highest dose often 57.1 µM), for inactives: top-dose activity change, negative = inhibition, usual class: inhibitors | 390,000 compounds, 0.23% hits | AID 743255, 2014; also: potency is read from the fitted curve at half-maximal effect; % is scaled to controls: 0 for no effect and ±100 for the full control effect; nearly all actives have a fitted effect of over 60% in size; inactives centre near -12
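Step one: compound is pinned into 1nM USP1/UAF1 in HEPES pH 7.8 buffer with TCEP. Step two: 15 min room-temperature incubation. Step three: Ub-Rho (150nM final) starts cleavage, tracked by fluorescence over six one-minute reads.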
TRHR ag – qHTS for Small Molecule Agonists and Allosteric Enhancers of Human TRH Receptor: Primary Screen for Agonists | TRHR cells, calcium flux fluo-8, FDSS agonist mode | 360,000 compounds, 0.18% hits | Thyrotropin-releasing hormone receptor (Homo sapiens), P34981 | activation, % at 2 µM; in the data active = activation above about 30%; also: 0% is about no effect
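Read-out: compound-evoked intracellular calcium rise in TRHR cells, fluo-8 dye, kinetic FDSS fluorescence at 1 s/cycle following a 10-cycle baseline. Cells cultured overnight before dye loading (30 min–1.5 h, RT).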
TrxR1 substrate – qHTS Assay for Substrates of Mammalian Selenoprotein Thioredoxin Reductase 1 (TrxR1): qHTS | purified TrxR1 substrate turnover, NADPH consumption readout | Potency, µM (highest dose often 114 µM), without a hit: at the top dose activity change, negative = substrate turnover | 390,000 compounds, 0.01% hits | AID 588456, 2011; also: potency is read from the fitted curve at half-maximal effect; % is scaled to controls: 0 for no effect and ±100 for the full control effect; nearly all actives have a fitted effect of over 50% in size
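Rat TrxR1, dispensed at 90 nM, was prereduced with 400 uM NADPH (final) for 5 min at ~22 deg C, then incubated with compound 15 min before 400 uM selenite. A first-read NADPH fluorescence drop versus no-compound background flagged substrates.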
D2 agonist – HTS Assay for Allosteric Agonists of the Human D2 Dopamine Receptor: Primary Screen for Agonists | HEK293 T-REx D2 cells, calcium flux agonist mode | AID 485358, 2010 | 340,000 compounds, 0.53% hits | activation, % at 2 µM;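 active = activation over 3 SD above normal in the single-dose calcium agonist read, cut at about 30% in these data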; also: 0% is about no effect
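Agonism is scored from calcium flux in a force-coupled, inducible HEK293 cell line expressing D2, read kinetically for 180 s after compound addition against dopamine controls.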
The depositor's hits bear a star; ? = inconclusive; / = no result given; [ ] = remark or other dose. Unless noted, calls follow the shape of the dose curve; as a rule, active = well fitted inhibition curve with a large enough effect; inconclusive = small, poorly fitted or top-dose-only effect; inactive = no such curve, though single readings can be large or run the other way.

Structure,TrxR1 inh,TRHR PAM,mIDH1 inhibitor,D2 antag,PI4K2A block,USP1-UAF1 inh,TRHR ag,TrxR1 substrate,D2 agonist
O=C(CN1C(=O)/C(=C\c2cccc(Cl)c2)Oc2ccccc21)N1CCN(c2ccccn2)CC1,/,1,/,16,/,/,-0.3,/,1.6
COc1ccccc1-c1nnc2sc(COc3ccc(F)cc3)nn12,-1%,5,0%,/,3,-15%,-0.2,-4%,/
Cc1ccc(-n2nc(C(=O)O)c3ccccc3c2=O)cc1C,5%[11.4 µM],-13,4%,3,-5,-6%,-0.5,11%[11.4 µM],0.3
O=C(COc1ccccc1)NCC(=O)N1CCCC1,9%,3,3%,-2,1,-19%,-0.5,0%,1.3
O=C(NCc1ccco1)C1CCN(c2nc3ccccc3n2Cc2ccccc2F)CC1,-9%,0,-5%,4,-6,-26%,-0.9,5%,1.1
O=C(c1cc2ccccc2o1)N1CCN(S(=O)(=O)/C=C/c2ccccc2)CC1,-9%,-14,2%,-6,3,-14%,-0.5,-14%,1.7
COc1ccccc1CCNC(=O)c1csc2c1CCCC2,-19%,-3,12%,-1,0,-24%,-2.5,-9%,-1.6
O=C(CN1CCN(Cc2ccccc2F)C1=O)NCC1CCCO1 (stereo unspecified),7%,-3,0%,8,1,-25%,0.3,1%,0.1
C=C(C)c1ccccc1NC(=O)CCN1C(=O)c2ccccc2S1(=O)=O,10%,-6,0%,16,6,-12%,-0.3,7%,0.4
CC1CCCCC12NC(=O)N(CC(=O)Nc1ccc(S(=O)(=O)N3CCOCC3)cc1)C2=O (stereo unspecified),-9%,2,-4%,2,-12,-12%,0.2,-7%,2.0
COc1ccc2cnn(-c3ccccc3)c(=O)c2c1OC,0%[57.1 µM],-1,11%,-18,7,2%,0.3,-15%,1.0
CC(OC(=O)CCC(=O)c1cccs1)C(=O)NC1CCCCC1C (stereo unspecified),-7%,3,-6%,-4,-2,-3%,0.4,-7%,-0.3
CCCn1nc(NC(=O)C2CCCO2)c2cc3cccc(C)c3nc21 (stereo unspecified),24%[57.1 µM],-6,7%,-11,2,-12%,-0.5,43%,0.5
CCC(=O)N(c1nnc(SCC(=O)Nc2ccccc2Cl)s1)C1CC1,23%,1,-6%,/,-1,-22%,0.6,0%,/
C=CCOC(=O)CC(NC(=O)c1ccccc1)c1ccccc1 (stereo unspecified),9%,0,2%,-4,-1,-19%,-0.2,0%,-0.4
Cc1cc(C)c(OCCN2CCOCC2)c(Cl)c1,1%,8,-2%,3,-2,-2%,-0.2,-5%,-0.9
CCN(CC)c1ccc2c(O)cc(=O)oc2c1,19%[57.1 µM],0,3%,7,1,-14%,-0.1,77%,0.1
Cc1cc(N2CCN(C)CC2)nc2ccc(NC(=O)CCC(=O)NCCCOC(C)C)cc12,-3%[11.4 µM],1,5%,6,-5,-27%,0.4,3%[11.4 µM],0.0
Cc1ccc(NC2=NCC(=O)N2Cc2cccs2)cc1C,0%,2,1%,/,-4,-20%,0.7,8%,/
CCc1ccc(-n2nc(C)c3c(C)cc(=O)n(CC(=O)Nc4ccc(F)cc4C)c32)cc1,13%[57.1 µM],7,-3%,/,-2,-8%,0.7,-1%[57.1 µM],2.2
O=C(O)C1Cc2ccccc2CN1C(=O)CCl (stereo unspecified),2%[57.1 µM],2,-1%,11,-1,-14%,0.4,5%[57.1 µM],1.2
COc1ccc(-c2csc(NC(=O)CN3C(=O)C4CC=CCC4C3=O)n2)cc1 (stereo unspecified),8%,1,-1%,16,-1,-16%,-0.1,-3%,0.2
O=C(N[C@@H](Cc1ccccc1)C(=O)N1CCC2(CC1)NCCc1[nH]cnc12)c1cccc(F)c1,13%,4,5%,-9,2,-15%,0.6,5%,-0.2
FC(F)(F)c1cnc(Sc2ncn[nH]2)c(Cl)c1,9%[57.1 µM],3,1%,8,6,-13%,0.2,5%[57.1 µM],-0.1

Complete entries, looked up by structure.
Cc1cc(N2CCN(C)CC2)nc2ccc(NC(=O)CCC(=O)NCCCOC(C)C)cc12 reads TrxR1 inh: -3%[11.4 µM]; TRHR PAM: 1; mIDH1 inhibitor: 5%; D2 antag: 6; PI4K2A block: -5; USP1-UAF1 inh: -27%; TRHR ag: 0.4; TrxR1 substrate: 3%[11.4 µM]; D2 agonist: 0.0
FC(F)(F)c1cnc(Sc2ncn[nH]2)c(Cl)c1 reads TrxR1 inh: 9%[57.1 µM]; TRHR PAM: 3; mIDH1 inhibitor: 1%; D2 antag: 8; PI4K2A block: 6; USP1-UAF1 inh: -13%; TRHR ag: 0.2; TrxR1 substrate: 5%[57.1 µM]; D2 agonist: -0.1

(listing goes on)
Structure,TrxR1 inh,TRHR PAM,mIDH1 inhibitor,D2 antag,PI4K2A block,USP1-UAF1 inh,TRHR ag,TrxR1 substrate,D2 agonist
Cc1cc(C(=O)NCc2ccco2)c2cc(F)ccc2n1,5%,-1,-13%,7,-6,-18%,-0.8,13%,0.5
O=C(CNC(=O)c1ccccc1)OCc1cc(=O)n2nc(C3CC3)sc2n1,2%[57.1 µM],-1,21%,/,0,-17%,0.4,-1%[57.1 µM],-0.1
CCCn1c(N)c(C(=O)CSc2nnc(Cc3ccccc3)o2)c(=O)n(C)c1=O,7%[57.1 µM],3,1%,11,2,-19%,1.1,6%[57.1 µM],-1.4
O=C(CC1C(=O)NCCN1CC(c1ccccc1)c1ccccc1)NCCc1cn[nH]c1 (stereo unspecified),-7%[57.1 µM],-1,-2%,7,1,-23%,0.1,0%[57.1 µM],-0.1
COc1ccc(S(=O)(=O)N2CCN(C(=O)c3oc4ccccc4c3C)CC2)cc1,-4%,3,6%,-7,4,-18%,-0.4,-8%,0.6
CCO[C@H]1OC(C(=O)NCc2nc3ccccc3[nH]2)=C[C@@H](C)[C@@H]1CCCO,8%,14,0%,-8,-9,-6%,-0.3,-2%,-0.4
O=C(N=Nc1c(O)n(Cc2ccccc2)c2ccccc12)c1cc2ccccc2cc1O,2%,6,-4%,-6,-7,-14%,-0.2,-3%,-0.1
Cc1ccc(N2CCN(C(=O)c3cc(S(=O)(=O)N4CCCCC4)c[nH]3)CC2)c(C)c1,-13%,0,-4%,/,4,-18%,-0.5,-9%,/
C/C(=N\NC(=O)Cc1csc(N2CCOCC2)n1)c1ccccc1,4%,3,9%,-4,4,-9%,0.3,3%,0.3
Cc1c(Br)c(=O)oc2c(Br)c(O)c(O)cc12,-14%,6,2%,-1,-3,-4%,-0.7,0%,-2.9
CC1C(=O)N2CCCc3cc(NC(=O)c4ccccc4C(F)(F)F)cc1c32 (stereo unspecified),7%,3,4%,/,3,-15%,0.1,-3%,/
C#Cc1ccc([C@@H]2C=C(C(=O)N3CCOCC3)O[C@H](OCC)[C@H]2CCCO)cc1,12%[57.1 µM],2,-5%,5,-2,-28%,-0.5,8%[57.1 µM],0.6
COc1cc(C=C2C(=O)c3ccccc3C2=O)cc(OC)c1,-14%,7,-2%,/,-7,-12%,-0.4,4%,/
O=C(CCN1C(=O)C2CCCCC2C1=O)Nc1ccc(F)c(F)c1F (stereo unspecified),18%[57.1 µM],-8,5%,-3,2,-3%,1.5,-6%[57.1 µM],-0.5
ON(CCc1ccccn1)CCc1ccccn1,3%[57.1 µM],/,2%,/,3,-22%,/,11%[57.1 µM],/
COc1ccc(CCN2CC(C(=O)OCC(=O)N(C)CC(=O)Nc3ccccc3Cl)CC2=O)cc1OC (stereo unspecified),8%,/,-5%,/,-1,-8%,/,2%,/
CCN(CC)S(=O)(=O)c1ccc(Cl)c(C(=O)OC)c1,5%[57.1 µM],-5,-1%,0,11,-6%,-0.7,-2%[57.1 µM],0.0
CCc1c(C)sc(NC(=O)c2ccccc2[N+](=O)[O-])c1C(N)=O,-17%,-3,-2%,14,1,-10%,-0.5,-6%,-0.3
CSc1ncccc1C(=O)N1CCCC(Nc2ccc(C)c(C)c2)C1 (stereo unspecified),-12%,6,3%,-4,-2,0%,-0.9,-11%,0.2
Cc1nc(C)c(CCNS(=O)(=O)c2ccc(F)cc2)s1,15%[57.1 µM],4,2%,/,9,-9%,0.2,-2%[57.1 µM],0.2
CC(=O)c1c(C)[nH]c(C(=O)COC(=O)CCNS(=O)(=O)c2ccc(C)c(C)c2)c1C,0%,/,7%,/,-7,-3%,/,-10%,/
Cc1cccc(/C(N)=N/OC(=O)c2ccoc2C)c1,0%,17,-1%,-22,?,-24%,0.2,-3%,0.4
COc1cc(CCC(=O)OCC(=O)NCc2ccccc2)cc(OC)c1OC,8%,17,5%,-13,4,-2%,-0.6,-5%,0.6
CCCc1[nH]n(-c2nc3ccccc3s2)c(=O)c1C=NCC1CCCO1 (stereo unspecified),0%,4,11%,12,3,-8%,-0.3,-10%,-1.2
